High-throughput results from PubChem.
Tat export inh – blocks Tat-dependent protein export in E. coli | E. coli MC4100 TorA-mCherry Tat export, fluorescence | 340,000 tested, 0.036% active | inhibition, % at 10 µM;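 active means mean replicate inhibition at least 50% and at least half of replicates individually reaching 50%; inconclusive means only one of the two criteria met; inactive means neither criterion met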;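 further: exported cargo escapes ClpAP degradation while cytoplasmic cargo is degraded and loses fluorescence; 0% = median of neutral control wells and 100% = median of NaSCN control wells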
CAL PDZ FP-1 – inhibitors of human CAL PDZ peptide binding | inhibition, % at 20 µM | AID 504414 | purified CAL PDZ, TMR-peptide fluorescence polarization, 1 h | 330,000 tested, 0.02% active;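 active means highest replicate inhibition of at least 40%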;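 further: plate controls were DMSO neutral control wells for no effect and unlabeled competitor peptide control wells for full effect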
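System: purified tagged CAL PDZ domain construct (CerCALP). Schedule: 1 h incubation at room temperature before polarization reading. Medium: 25 mM sodium phosphate pH 7.4, 150 mM NaCl, TCEP, IgG, Thesit. Read-out: percent inhibition from loss of millipolarization. Measured by: FP readout, S and P plane fluorescence. Probe or stimulus: fluorescent TMR peptide probe.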
V-ATPase pH – alters yeast V-ATPase proton transport; 350,000 tested, 0.37% active; S. cerevisiae, pHLuorin cytosolic pH fluorescence; AID 504577; response, % at 10 µM; in the data active means response mostly above about 7.3%, no sharp cut-off; inactive means mostly below about 5.4%; further: actives read high; inactives centre near 0; some compounds called inactive have numbers as strong as hits; reference of the scale not given here
CAL PDZ FP-2 – CAL PDZ (human) peptide binding inhibition. 300,000 tested, 0.92% active. inhibition, % at 24.9 µM. purified CAL PDZ, TMR-peptide fluorescence polarization, 1 h. AID 602252;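 active means mean inhibition of at least 30% with at least half of replicates also reaching 30%; inconclusive means no clear call, values can overlap the other calls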;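 further: 0% = DMSO neutral control and 100% = excess unlabeled competitor peptide PRC23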
MITF TRPM1 HTS – increases MITF-driven TRPM1 promoter luciferase signal; SK-MEL-5 TRPM1-promoter luciferase, 24 h; % of positive control, neutral wells = 0; activation, % at 12.5 µM; 300,000 tested, 0.75% active; AID 588334;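 active means mean activation of at least 80% with every replicate also reaching 80%; inconclusive means mean reaches 80% but some replicate falls short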;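 further: 0% = neutral control wells and 100% = parthenolide positive control wells; values of inactives mirror those of a sister screen read the other way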
RTF Ca sens act – cardiac RTF calcium sensitization | P19429+P45379 | IANBD-labeled TnC RTF fluorescence at EC20 calcium; 0% EC20 calcium, 100% full calcium | activation, % at 7.2 µM | 340,000 tested, 0.24% active;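 active means activation above the mean over all tested compounds plus 3 SD, cut at about 30% in these data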;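 further: rise in fluorescence read as greater calcium sensitivity of cardiac thin filaments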
CDK5 p35 inh – inhibitors of human CDK5/p35 kinase; inhibition, % at 10 µM; 330,000 tested, 0.01% active; AID 488839; Q00535+Q15078; Recombinant CDK5/p35, ADP-Glo luminescence, 60 min;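 active means highest replicate inhibition of at least 50% and at least 75% of replicates reaching 50%; inconclusive means only one of the two criteria met; inactive means both criteria failed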;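 further: plate controls were DMSO neutral control for no effect and GW8510 at 10 µM for full effect; many of its hits are not listed in these tables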
Target sequence (Q00535 whole entry, looked up): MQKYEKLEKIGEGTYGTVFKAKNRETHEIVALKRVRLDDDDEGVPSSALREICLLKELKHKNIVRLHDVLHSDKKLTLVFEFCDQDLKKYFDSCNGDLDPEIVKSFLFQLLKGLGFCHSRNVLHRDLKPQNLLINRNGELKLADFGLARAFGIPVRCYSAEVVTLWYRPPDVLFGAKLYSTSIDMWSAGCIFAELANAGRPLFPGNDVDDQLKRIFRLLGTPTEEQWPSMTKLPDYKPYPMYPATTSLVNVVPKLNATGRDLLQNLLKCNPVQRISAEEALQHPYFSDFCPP
Target sequence (Q15078 whole entry, looked up): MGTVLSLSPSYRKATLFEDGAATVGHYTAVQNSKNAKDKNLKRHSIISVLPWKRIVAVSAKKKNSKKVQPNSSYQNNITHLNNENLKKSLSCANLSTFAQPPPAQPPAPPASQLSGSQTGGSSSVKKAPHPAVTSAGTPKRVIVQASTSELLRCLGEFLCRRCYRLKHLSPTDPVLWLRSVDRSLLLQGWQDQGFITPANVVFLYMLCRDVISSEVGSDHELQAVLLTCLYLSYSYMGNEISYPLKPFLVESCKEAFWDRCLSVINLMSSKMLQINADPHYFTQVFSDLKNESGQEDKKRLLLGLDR
dFosB activator – enhances mouse delta FosB homodimer DNA binding | purified delta FosB, TAMRA-CDK5 oligo fluorescence polarization; percent of positive-control signal above neutral wells | activation, % at 25 µM | AID 493131 | 340,000 tested, 0.99% active;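 active means mean activation above about 17%, with every replicate also reaching it, limit read from the data, passing the limit was not always enough; inconclusive means only one of the two conditions met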;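 further: fluorescence polarization rise as delta FosB binds a TAMRA Cdk5 AP-1 oligo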
Wnt act – activators of Wnt/beta-catenin signaling. Wnt/beta-catenin reporter cell assay, activator, plate reader. activation, % at 9.35 µM. 300,000 tested, 1.2% active. AID 743398; in the data active means activation above about 30%, passing the limit was not always enough; inconclusive means no clear call, values can overlap the other calls;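 further: 0% = neutral control wells and 100% = positive control wells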
Rtt109 HAT inh – C. albicans Rtt109 histone acetyltransferase inhibition | Q5AAJ8 | purified Rtt109/Vps75, ThioGlo CoA-SH fluorescence, 4 h | inhibition, % at 34.9 µM | 330,000 tested, 0.16% active | AID 540336;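 active means inhibition of at least 50% in every replicate; inconclusive means best replicate reaches 50% inhibition but some replicates fall short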
Target sequence (Q5AAJ8 whole entry, looked up): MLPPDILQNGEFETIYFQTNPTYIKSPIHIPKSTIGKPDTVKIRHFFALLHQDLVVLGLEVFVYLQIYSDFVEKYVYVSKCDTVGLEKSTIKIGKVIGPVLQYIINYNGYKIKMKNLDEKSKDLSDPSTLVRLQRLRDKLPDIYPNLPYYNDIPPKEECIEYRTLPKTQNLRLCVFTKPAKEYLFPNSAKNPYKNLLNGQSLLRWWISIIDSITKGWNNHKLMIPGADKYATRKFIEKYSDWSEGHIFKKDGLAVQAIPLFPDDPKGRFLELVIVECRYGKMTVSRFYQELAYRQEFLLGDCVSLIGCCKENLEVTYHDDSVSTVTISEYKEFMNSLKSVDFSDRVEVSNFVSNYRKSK
Active calls of the source: *; ? = inconclusive; . = not tested or not shown. Hits appear at their usual frequency; overall some 4.1% were active at least once.

SMILES | Tat export inh | CAL PDZ FP-1 | V-ATPase pH | CAL PDZ FP-2 | MITF TRPM1 HTS | RTF Ca sens act | CDK5 p35 inh | dFosB activator | Wnt act | Rtt109 HAT inh
Cc1onc(-c2ccccc2)c1C(=O)OCC(=O)N1CCC(C)CC1 | 2 | -0.8 | 0 | 4 | -2 | -2 | -0.7 | -4 | -2 | -6
CCCc1nc(SCc2ccccc2Cl)n[nH]1 | 8 | -0.2 | -2 | -2 | -3 | -2 | -0.1 | 0 | . | 11
COc1ccc(S(=O)(=O)NC(N)=NCCc2ccccc2OC)cc1 | 1 | -2.2 | -2 | -1 | -13 | -3 | 2.1 | -1 | 2 | 4
CC(NC(=O)COC(=O)c1cc(S(=O)(=O)N2CCOCC2)ccc1F)c1ccccc1 (configuration not stated) | 6 | -0.4 | 5 | 5 | -1 | 1 | 1.6 | 4 | -3 | -3
O=C(Nc1ccc(Oc2ccccc2)cc1)C1CCN(c2c3c(nc4ncnn24)CCC3)CC1 | 5 | -6.2 | 3 | 1 | -29 | -5 | -0.1 | 3 | . | 6
O=C(CCN1CCCCO1)N1CCCC(Nc2cccc(F)c2)C1 (configuration not stated) | -2 | -0.7 | -1 | -1 | -4 | 2 | -0.7 | -8 | 0 | 2
OC/C(Br)=C(\Br)CO | -1 | 0.3 | -9 | -1 | 1 | -1 | -1.8 | -2 | 4 | 23
CCCCn1c(=O)[nH]c(=O)c2c1nc(-c1cc3c(cc1Br)OCO3)n2C | 11 | . | 2 | 7 | 4 | 4 | -2.5 | -9 | -1 | 4
Cc1sc(NC(=O)CSc2ncn(-c3ccccc3)n2)nc1-c1ccccc1 | -2 | 0.1 | 0 | -5 | 3 | -1 | -1.0 | 10 | -3 | -9
O=C(O)c1ccc(N2C(=O)CC(N3CCC(c4nc5ccccc5[nH]4)CC3)C2=O)cc1 (configuration not stated) | -3 | 0.1 | 1 | 7 | 5 | 0 | -1.6 | 1 | -1 | 1
CCOC(=O)N1CCN(Cc2nc(-c3cccs3)no2)CC1 | -4 | 0.4 | 3 | 5 | 24 | 1 | 0.1 | 1 | 10 | 1
CCCc1cc(=O)oc2cc(OC(=O)CN3C(=O)NC4(CCCC4)C3=O)ccc12 | 3 | -3.0 | -1 | -4 | 6 | 7 | 0.7 | -1 | -2 | -408
NC(=O)c1cc([N+](=O)[O-])ccc1NCc1ccc(F)cc1 | -4 | -0.3 | -1 | -3 | . | -1 | 1.8 | -4 | 5 | 20
O=C(C[n+]1ccc2ccccc2c1)c1ccc(NC(=O)c2ccccc2)cc1 | 6 | -0.7 | -4 | -5 | 0 | 4 | 1.2 | -3 | 2 | 9
COc1ccc(N2C(=O)c3ccccc3NC2c2ccc(OC)c(Cn3cc([N+](=O)[O-])cn3)c2)cc1 (configuration not stated) | 0 | -0.6 | -2 | 1 | 68 | 10 | 1.2 | 5 | ? | 25
CCSc1nnc(NC(=O)c2ccccn2)s1 | 19 | -3.2 | 0 | -2 | 10 | -1 | -0.8 | -9 | 7 | 4
COc1ccc(C)cc1NC(=O)c1ccoc1C | -3 | -1.5 | -4 | -4 | -2 | -1 | 0.0 | 9 | . | 2
O=C(O)COc1ccccc1/C=N/NC(=O)/C(=C\c1ccc2c(c1)OCO2)NC(=O)c1ccccc1 | 9 | -0.7 | -2 | -4 | -10 | 2 | -1.4 | -17 | 0 | 10
Cc1ccc(C(=O)N/C(=C/c2ccc(Cl)cc2)C(=O)NCC2CCCO2)cc1 (configuration not stated) | -1 | -2.4 | 1 | -1 | 8 | 0 | -1.4 | -8 | . | -6
O=C(NC1(Cc2ccccc2)CCN(Cc2ccc(-c3ccccc3)cc2)C1=O)c1ccccc1 (configuration not stated) | 4 | -1.3 | 2 | -2 | 1 | 7 | 0.7 | 9 | -13 | 0
COc1ccccc1N1CCN(CC(=O)Nc2ccc(S(=O)(=O)N3CCCCCC3)cc2)CC1 | -16 | 0.6 | -4 | -7 | -18 | -2 | 1.5 | -15 | -4 | 12
COc1ccccc1N=C1SCC(=O)N1c1ccccc1OC | 6 | -0.8 | 1 | -1 | -7 | 2 | -1.1 | 2 | -4 | -5
O=C(CC1OC(=O)c2ccccc21)NCC1COc2ccccc2O1 (configuration not stated) | -2 | -2.5 | -1 | 6 | -6 | -3 | -1.1 | -4 | -3 | -2
COc1ccc(N2CCN(C(c3ccco3)c3sc4nc(C)nn4c3O)CC2)cc1 (configuration not stated) | 1 | -1.8 | 6 | -1 | -5 | -7 | 0.8 | -12 | 9 | -4
CCOC(=O)/C(C#N)=C/c1c(OCC)n(CC)c2ccccc12 | -1 | 0.2 | 1 | -1 | -10 | -4 | -1.3 | 1 | -1 | -3
COc1cccc(-n2c(SCc3cc(=O)oc4cc(O)c(O)cc34)nc3ccccc3c2=O)c1 | 6 | -3.5 | -1 | -3 | -2 | -20 | 5.7 | 0 | -4 | -5
O=C(Nc1cccc(S(=O)(=O)NC2=NCCCCC2)c1)c1cccnc1Cl | 1 | -0.5 | -4 | -3 | -1 | -4 | -1.4 | -1 | 1 | -4
CC(C)N(C(=O)CSc1nc2ccccc2n1Cc1ccccc1F)C(C)C | 8 | -3.8 | 1 | -2 | . | 1 | 0.1 | -10 | -3 | -1
CC(NC(=O)CCc1ccccc1)c1ccc2c(c1)OCO2 (configuration not stated) | 0 | -11 | -3 | -3 | -10 | 1 | -0.5 | 1 | 0 | 4
COc1ccc(OC)c(-c2cc(C(=O)Nc3cc(C)on3)no2)c1 | 1 | -1.6 | 2 | -1 | -11 | 5 | 0.3 | 2 | . | 12
COc1ccc(S(=O)(=O)N=C2C=C(C)C(=O)C(C)=C2)cc1 | 1 | -1.3 | 3 | 2 | . | -1 | 1.5 | -10 | 5 | -3
COc1ccc(CNC(=O)C2CCN(S(=O)(=O)c3ccc4c(c3)CC(C)N4C(C)=O)CC2)cc1 (configuration not stated) | -7 | -2.3 | -1 | -2 | -10 | 6 | -0.7 | -4 | 1 | 0
Cc1ccc(CNS(=O)(=O)NCc2ccc(Cl)cc2)cc1 | -2 | -0.2 | -1 | -1 | -11 | -3 | 0.8 | -10 | -4 | -10
Cc1cc(C(=O)NNC(=O)c2nn(C)c(=O)c3ccccc23)c(C)o1 | -1 | -0.2 | -5 | . | 7 | -3 | -2.6 | -11 | 1 | -16
Cc1ccc(-n2nnnc2SCC(=O)Nc2sc(C)c(C)c2C#N)cc1C | -7 | -2.3 | -1 | -2 | -15 | 8 | 0.4 | -3 | 0 | 3
Cc1ccc(S(=O)(=O)NCCC(=O)NC2CCC(C)CC2)cc1 (configuration not stated) | -4 | 0.6 | 3 | -8 | 2 | -1 | -0.3 | -11 | 3 | -1
Cc1cc(C)n2ncc(C(=O)NCc3cccnc3)c2n1 | -3 | -4.6 | 3 | 4 | -7 | 2 | -0.7 | -17 | -1 | -3
COc1ccccc1OCc1nc(-c2cccc([N+](=O)[O-])c2)no1 | -3 | -0.2 | 2 | 4 | 0 | 1 | 0.2 | 5 | -2 | 2
COc1ccc2cc(CCNC(=O)c3cc4ccccc4o3)c(=O)[nH]c2c1 | 0 | -0.9 | -5 | 5 | -20 | 5 | 2.7 | -2 | 1 | -3
Cc1nn(S(=O)(=O)c2ccc(C(C)(C)C)cc2)c(C)c1S(=O)(=O)N1CCOCC1 | 0 | -5.1 | 4 | -1 | -2 | 2 | 0.2 | 2 | -1 | -6
O=C(c1ccco1)N1CCN(C(c2cccs2)c2nnnn2C2CCCCC2)CC1 (configuration not stated) | -8 | -0.6 | -3 | -8 | 3 | 4 | -8.9 | 0 | -2 | 4
CC1(C)CC(NC(=O)C(C)(C)Oc2ccc(Cl)cc2)CC(C)(C)N1 | -9 | -2.2 | -3 | -4 | 7 | 6 | -0.4 | -4 | 2 | -8
Cc1ccc(CN2CCN(/N=C\C(Br)=C\c3ccccc3)CC2)cc1 | 4 | -1.9 | -1 | -6 | -8 | -1 | 0.0 | 0 | 8 | -2
O=C(CSCc1nc2scc(-c3cccs3)c2c(=O)[nH]1)Nc1ccccn1 | -8 | 0.0 | 3 | -9 | -11 | 0 | -0.4 | -5 | 0 | 2
CCn1c(Oc2ccccc2F)nc2c1c(=O)n(C)c(=O)n2C | 4 | -1.3 | 5 | -2 | 22 | -3 | 0.0 | -1 | -3 | 18
CN(C)/C(=N\S(=O)(=O)c1ccccc1)c1ccccc1 | 2 | -1.3 | 3 | -2 | 9 | -4 | 0.0 | -2 | -2 | 11
Cc1c(NC(=O)NCCN2C(=O)C3C4C=CC(C4)C3C2=O)c(=O)n(-c2ccccc2)n1C (configuration not stated) | -5 | -0.5 | -1 | . | . | -5 | -0.6 | 0 | -2 | 6
COCCN(C(=O)COC(=O)/C=C/c1ccc(Cl)c(Cl)c1)c1c(N)n(Cc2ccccc2)c(=O)[nH]c1=O | -6 | 2.0 | -2 | -5 | -11 | -3 | -0.2 | 2 | -4 | -11
O=C(/C=C/c1cn(CC(O)CN2CCCCC2)c2ccccc12)c1ccccc1 (configuration not stated) | 0 | 0.4 | -2 | 0 | . | 1 | 0.8 | ? | -8 | 53*
Cc1ccc(N(CC(=O)NCc2ccccn2)S(=O)(=O)c2ccccc2)cc1C | 6 | 0.1 | -2 | . | -4 | -8 | -0.1 | -3 | -1 | 10

Carrying on.
SMILES | Tat export inh | CAL PDZ FP-1 | V-ATPase pH | CAL PDZ FP-2 | MITF TRPM1 HTS | RTF Ca sens act | CDK5 p35 inh | dFosB activator | Wnt act | Rtt109 HAT inh
CCOCCCn1c(SCC(=O)Nc2ccccc2OC)nc2ccccc2c1=O | -8 | 0.5 | 1 | -3 | . | -2 | -0.9 | -1 | -4 | 4
COc1ccc(NC(=S)N2CCC(N(C)CC3CCCO3)CC2)cc1Cl (configuration not stated) | 1 | 0.0 | 2 | -6 | 9 | 2 | 1.6 | 0 | . | -3
CCOCc1c(C(=O)OCC(=O)/C(C#N)=C(\C)N)oc2ccccc12 | -8 | -2.1 | 6 | -6 | 2 | 1 | 1.3 | -11 | -1 | 10
COc1ccc(S(=O)(=O)N2CCN(CC(=O)NCCc3cccs3)CC2)cc1 | -6 | 1.5 | -1 | -5 | 0 | -1 | 0.5 | -4 | -2 | 5
COc1cc(Cl)ccc1OCc1cc(C(=O)N2CCCC(OC)C2)no1 (configuration not stated) | 1 | -0.2 | -2 | 1 | 55 | 3 | -0.4 | -5 | 45* | -3
